ATXN2 expr inh: reduces ATXN2 reporter expression in HEK-293 cells. actives 0.72% (n = 360,000). Potency, µM (top dose mostly 57 µM), inactives show at the top dose activity change, negative = inhibition, actives largely listed as inhibitors. HEK-293 ATXN2-luciferase reporter, luminescence, 24 h. AID 1745845; also: potency is read from the fitted curve at half-maximal effect; % is scaled to controls: 0 for no effect and ±100 for the full control effect; nearly all actives have a fitted effect of over 55% in size
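qHTS (up to 57 uM final) was run with 24 h compound exposure of reporter cells at 37 °C. Each well was multiplexed: SteadyGlo luminescence measured ATXN2-luciferase expression after a fluorogenic Gly-Phe-AFC viability readout (25 uM final).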
S2 tox: reduces viability in counter-screen for ATXN expression inhibitors. S2 cells (HEK-293 line with an ATXN2-luciferase reporter) viability, CellTiter-Fluor protease fluorescence, 24 h. Potency, µM (series often up to 56.7 µM), usual class: cytotoxic. actives 0.49% (n = 400,000); also: potency is read from the fitted curve at half-maximal effect; nearly all actives have a fitted effect of over 40% in size
IL2 activator: activators of IL-2; IL-2 activation reporter assay, cell-based qHTS; stimulated with anti-CD3/CD4/CD28 beads; in transgenic mouse T cells; activation, % (series mostly up to about 46 µM); actives 0.065% (n = 360,000); AID 652025; in the data active = activation above about 50%; inconclusive = mostly about 30% to 49%; also: 0% is about no effect
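Unstimulated transgenic mouse T cells; 60-min compound exposure; bead-based TCR/CD4/CD28 stimulation; 18 h culture, 37 degrees C; dual fluorescence (EGFP, DsRed) plate cytometry.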
EPAC2 ag: agonists of human EPAC2 (RAPGEF4); Q8WZA2; Potency, µM (highest dose often 154 µM), for the others: at the highest dose activation, usual class: activators; actives 0.079% (n = 360,000); EPAC2 activation, biochemical qHTS; response scale: 100% = 6.5 mM cAMP response; also: potency is read from the fitted curve at half-maximal effect; nearly all actives have a fitted effect of over 50% in size
Target sequence (Q8WZA2 whole entry, looked up): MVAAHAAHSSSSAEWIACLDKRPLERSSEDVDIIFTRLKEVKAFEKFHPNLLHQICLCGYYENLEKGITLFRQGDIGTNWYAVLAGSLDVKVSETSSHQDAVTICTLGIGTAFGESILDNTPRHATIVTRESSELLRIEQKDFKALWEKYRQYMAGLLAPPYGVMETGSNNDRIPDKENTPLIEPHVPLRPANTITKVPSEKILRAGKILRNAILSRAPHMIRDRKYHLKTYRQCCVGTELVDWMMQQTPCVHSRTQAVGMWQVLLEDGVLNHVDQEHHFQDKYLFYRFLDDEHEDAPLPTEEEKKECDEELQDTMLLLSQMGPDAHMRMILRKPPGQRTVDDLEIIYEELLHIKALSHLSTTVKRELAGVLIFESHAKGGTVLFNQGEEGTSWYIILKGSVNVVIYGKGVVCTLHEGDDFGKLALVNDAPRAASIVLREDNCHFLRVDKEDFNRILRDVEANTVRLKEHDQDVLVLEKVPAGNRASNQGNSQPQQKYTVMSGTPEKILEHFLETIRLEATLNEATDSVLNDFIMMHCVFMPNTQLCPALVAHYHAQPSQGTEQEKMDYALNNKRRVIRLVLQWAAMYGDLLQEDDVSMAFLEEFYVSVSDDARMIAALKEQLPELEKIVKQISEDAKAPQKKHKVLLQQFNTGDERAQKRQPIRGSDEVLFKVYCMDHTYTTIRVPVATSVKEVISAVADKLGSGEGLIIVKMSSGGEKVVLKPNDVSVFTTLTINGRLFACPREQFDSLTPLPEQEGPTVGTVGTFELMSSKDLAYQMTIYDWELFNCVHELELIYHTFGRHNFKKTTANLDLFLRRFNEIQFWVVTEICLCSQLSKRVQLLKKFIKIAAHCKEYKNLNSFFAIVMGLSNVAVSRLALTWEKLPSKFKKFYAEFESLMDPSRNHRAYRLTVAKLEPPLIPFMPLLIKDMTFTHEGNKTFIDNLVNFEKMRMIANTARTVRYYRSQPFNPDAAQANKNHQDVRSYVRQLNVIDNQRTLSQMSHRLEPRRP
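Exchange assay: 100 nM EPAC2 with 250 nM Rap1B-BODIPY-GDP and 50 uM GDP. Fluorescence (ex 480/em 540 nm) read every 5 min for 30 min at room temperature. Data normalized to 6.5 mM cAMP as agonist control.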
HepG2 tox: kills HepG2 cells in TGF-b inhibitor counter-screen | HepG2 CAGA-GFP viability, ATP luminescence, 18 h | Potency, µM (titrated, usually from 46.1 µM), for inactives: at the top dose activity change, negative = cytotoxicity, actives largely listed as cytotoxic | actives 0.76% (n = 410,000); also: potency is read from the fitted curve at half-maximal effect; some results filed as inactive show a strong effect at the top dose
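HepG2 CAGA-GFP cells (1000/well, DMEM with 1% FBS) received compound, then TGF-beta at 500 pg/mL final, and were incubated 18 hours at 37 degrees C. Viability was read by CellTiter-Glo luminescence. Media-only wells were set as complete cell-killing and DMSO as no toxicity.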
TGFb inhibitor: TGF-b pathway inhibition. HepG2 CAGA-GFP TGF-b/SMAD3 reporter, GFP fluorescence, 18 h; TGF-beta stimulated, 500 pg/mL final. Potency, µM (series often up to 46.1 µM), for the others: at the top dose activity, negative = inhibition, actives largely listed as inhibitors. actives 1.2% (n = 410,000). AID 588855; also: potency is read from the fitted curve at half-maximal effect; % is scaled to controls: 0 for no effect and ±100 for the full control effect; nearly all actives have a fitted effect of over 65% in size
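GFP signal (ex488/em500-530) from TGF-beta-stimulated HEPG2 CAGA-GFP cells, 500 pg/mL final, 18 h at 37 degrees C in DMEM plus 1% FBS, normalized to unstimulated and DMSO-stimulated controls.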
A549 viability: kills or reduces viability of A549 cells in Nrf2 counter-screen. AID 504648. actives 0.16% (n = 390,000). Potency, µM (highest dose often 46 µM), without a hit: at the highest dose activity change, negative = cytotoxicity, most hits filed as inhibitors. A549 ARE-Fluc cells, CellTiter-Fluor viability, 18-24 h; also: potency is read from the fitted curve at half-maximal effect; % is scaled to controls: 0 for no effect and ±100 for the full control effect
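A549 ARE-Fluc cells in 5% FBS OPTI-MEM, 5000 cells/well, rested 2 h then exposed to compounds in concentration-response for 18-24 h at 37 °C. Viability by CellTiter-Fluor fluorescence (Ex 405/Em 525) after 30 min; luciferase luminescence (BugLite, 15 min, RT) read afterwards.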
Nrf2 activator: activates Nrf2 signaling | actives 0.31% (n = 410,000) | AID 624171 | Potency, µM (series often up to 46.1 µM), for inactives: at the highest dose activation, hits mostly activators | AREc32 ARE-luciferase reporter (MCF7-derived line), luminescence, 24 h; also: potency is read from the fitted curve at half-maximal effect; % of control where 0% means no effect; nearly all actives have a fitted effect of over 65% in size
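Nrf2 activation is followed as ARE-luciferase induction in the AREc32 line after one day of compound treatment; luminescence is read with Steady-Glo.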
Nrf2 block: inhibitors of Nrf2 signaling | A549 ARE-Fluc reporter, luciferase luminescence, 18-24 h | Potency, µM (highest dose often 46 µM), for inactives: at the top dose activity change, negative = inhibition, hits mostly inhibitors | actives 2.1% (n = 360,000); also: potency is read from the fitted curve at half-maximal effect; % is scaled to controls: 0 for no effect and ±100 for the full control effect; nearly all actives have a fitted effect of over 60% in size
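Reporter: ARE-Fluc in A549. Exposure: 18-24 h, 37 °C, 5% CO2, 5% FBS OPTI-MEM. Readouts: fluorescent cytotoxicity (CellTiter-Fluor), then luminescent Nrf2 signal after BugLite.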
Starred values were filed as active, the others as inactive; i = inactive; ? = inconclusive; . = no result given; [ ] = another dose, or the depositor's remark. Unless noted, calls follow the shape of the dose curve; as a rule, active = well fitted curve in the direction sought with a large enough effect; inconclusive = small, poorly fitted or top-dose-only effect, or another doubt; inactive = no such curve, though single readings can be large; an effect the other way counts as inactive or inconclusive.

item	Structure	Nrf2 block	HepG2 tox	S2 tox	TGFb inhibitor	Nrf2 activator	ATXN2 expr inh	IL2 activator	EPAC2 ag	A549 viability
1	COc1ccc(CNC(=O)C2CCCN2S(=O)(=O)c2ccccc2)cc1 (stereo not given)	-19%	-10%	i	-9%	-0.3%	-4%	-1.6	8%	-3%
2	CCCN(CC(=O)Nc1ccc(C)cc1Br)CC(=O)Nc1ccc(F)c(F)c1F	9%	3%	?	?	3.3%	-6%	-5.3	1%	-11%
3	CCC(NC(=O)c1cc(COc2cncc(Cl)c2)on1)c1ccc(C)cc1 (stereo not given)	?	-18%	i	?	0.7%	13%	0.2	-4%	?
4	CN(C)c1cccc(C(=O)OCC(=O)N(Cc2ccccc2)C2CCS(=O)(=O)C2)c1 (stereo not given)	0%	-25%	i	-7%	0.2%	-8%	-2.2	1%	6%
5	CCOC(=O)C1=C(c2ccccc2)OC(N)=C(C#N)C1C1CCCCC1 (stereo not given)	25%	-69%	i	?	10.0%	-5%	-0.4	15%	-4%
6	COc1ccc(CNS(=O)(=O)c2c(C(=O)N3CCCCC3)c(C)n(C)c2C)cc1	-13%	1%	i	1%	-0.1%	9%	-0.8	3%	0%
7	Cc1ccc(C(=O)NC(=S)NNC(=O)COc2ccc([N+](=O)[O-])cc2)cc1	-5%	-2%	i	1%	-0.6%	-1%	-0.6	6%	2%
8	O=C(CCNC(=O)c1ccc([N+](=O)[O-])cc1)N/N=C/c1ccc(F)cc1	?	-21%	i	-19%	2.9%	.	-4.4	-1%	-3%
9	Cc1ccccc1NC(=O)CN1C(=O)C2(SCC(=O)N2c2ccc(F)cc2)c2ccccc21 (stereo not given)	?	3%	i	-4%	-0.3%	4%	.	.	-9%
10	COc1ccccc1NC(=O)COC(=O)c1cc(C)oc1C	-10%	-4%	i	0%	0.0%	25%	-0.6	2%	2%
11	CCN1CCN(CC(=O)N2N=C(c3cccs3)CC2c2ccc(F)cc2)C(=O)C1=O (stereo not given)	1%	3%	?	-2%	0.3%	-7%	-0.1	2%	-1%
12	CCCCCCOc1ccc(C(=O)NCCCn2ccnc2)cc1	?	8%	i	16%	2.6%	-26%	-0.8	-5%	-2%
13	Cc1cccc(C)c1OCc1n[nH]c(=S)n1N	-1%	-1%	i	-18%	-0.8%	.	1.1	5%	7%
14	CCOc1ccc(-n2c(-c3ccccc3)c[nH]c2=S)cc1	-22%	-10%	i	-16%	-0.6%	2%	1.2	-3%	-6%
15	O=C(Nc1ccc(O)c(C(=O)O)c1)c1cccc(NC(=O)c2ccco2)c1	-9%	-73%	i	-8%	-0.7%	-2%	-2.3	4%	2%
16	CC(=O)Nc1ccc(C(=O)NN2C(=O)c3ccccc3C2=O)cc1	-10%	3%	i	14%	0.3%	-17%	-0.4	23%	-2%
17	CCOC(=O)C1(Cc2ccccc2)CCN(Cc2cnn(-c3ccccc3)c2)CC1	-18%	-39%	i	?	2.4%	-30%	-0.1	5%	-6%
18	Cc1ccc(NC(=O)Cn2cc(S(=O)(=O)N3CCCC3)c(S(=O)(=O)N3CCCC3)c2)cc1F	-30%	4%	i	6%	-0.1%	36%[activator]	.	.	1%
19	Brc1cccc(C2Nc3cccc4cccc(c34)N2)c1	7%	1%	i	6%	0.7%[9.22 µM]	6%	-1.3	-2%	-7%
20	CCn1c2ccccc2c2cc(NC(=O)COC(=O)c3ccccc3O)ccc21	?	1%	i	-6%	-0.6%	?	-6.9	-2%	-11%
21	COCCn1c(=O)[nH]c2cc(C(=O)NCCN3CCN(c4cccc(Cl)c4)CC3)ccc2c1=O	-32%	-25%	i	-8%	-0.8%	-7%	-1.0	-1%	-3%
22	Cn1c(=O)n(C)c2cc(NC(=O)c3cccc([N+](=O)[O-])c3)c(Br)cc21	?	-8%	i	-4%	?	19%	-2.7	6%	12%
23	COc1ccc(NC(=O)C2=C(C)Nc3ncnn3C2c2cccn2C)cc1 (stereo not given)	.	1%	i	6%	-0.4%	3%	.	.	-9%
24	O=C(O)c1ccc(C2SCC(=O)N2Cc2ccco2)cc1 (stereo not given)	7%	-14%	i	0%	-0.2%	10%	1.3	-4%	5%
25	Cn1c(SCc2ccc(Cl)cc2)nnc1C1CC1	-10%	19%	i	10%	0.1%	6%	-3.9	-10%	-8%
26	CNC(=O)c1nnn(-c2ccccc2)c1C(=O)NC	.	1%	i	0%	2.5%	-11%	-0.3	11%	-1%
27	O=C(NCC(O)COc1ccc([N+](=O)[O-])cc1)c1ccccc1 (stereo not given)	-5%	1%	i	18%	0.2%	-13%	0.0	11%	-5%
28	Cc1cc(C)cc(NC(=O)CSc2nc3c([nH]c4ccccc43)c(=O)n2-c2ccc(F)cc2)c1	.	-48%	i	?	-0.7%	1%	.	.	1%
29	CCc1ccc(NS(=O)(=O)c2ccc3[nH]cc(C(=O)N4CCc5ccccc54)c(=O)c3c2)cc1	?	-8%	i	-24%	5.2%	73%[activator]	0.0	16%	?
30	CN1CCN(C(=O)C2=C[C@H](C(C)(C)C)C[C@H](OCCCCO)O2)CC1	18%	-3%	i	8%	-0.6%	5%	-0.1	1%	-2%

A few values from the entries so far:
Value for compound 29 under ATXN2 expr inh: 73%[activator]
Value for compound 20 under Nrf2 activator: -0.6%

Next structures.
item	Structure	Nrf2 block	HepG2 tox	S2 tox	TGFb inhibitor	Nrf2 activator	ATXN2 expr inh	IL2 activator	EPAC2 ag	A549 viability
31	Cn1nc(-c2ccc(C(=O)N3CCN(Cc4ccccc4)CC3)cc2)c2ccccc2c1=O	?	-36%	.	0%	1.9%	.	-1.9	4%	-7%
32	COc1cccc(CN(C)C(=O)c2cc(-c3cccs3)nc3ccccc23)c1	?	-25%	i	-12%	-0.5%	-24%	-5.9	3%	-1%
33	CCOc1ccc(NS(=O)(=O)c2ccc(Cl)c(C(=O)N(C)Cc3cccnc3)c2)cc1	-26%	3%	i	-3%	2.3%	.	-0.8	-7%	-4%
34	COC(=O)c1cc(C(=O)OCC(=O)Nc2cc(C)on2)cc([N+](=O)[O-])c1	-1%	9%	i	0%	-0.7%	15%	4.0	9%	-1%
35	CCCCc1c(C)nc(N2CCCC2)[nH]c1=O	3%	-7%	i	2%	-0.1%	2%	-2.6	5%	4%
36	CCN(CC)c1ccc(NC(=O)CCc2nnc3ccc(N4CCCCC4)nn23)c(C)c1	-11%	-47%	i	-7%	4.4%	-24%	-3.8	16%	2%
37	Cc1cc(C)cc(OCC(=O)NC2=NCCS2)c1	12%	5%	?	1%	-0.1%	23%	4.3	1%	-6%
38	N#CCSc1nnc(Nc2ccccc2)s1	4%	5%	i	-5%	1.9%	11%	1.6	-3%	-25%
39	Cc1onc(-c2ccccc2)c1C(=O)N/N=C/c1ccc([N+](=O)[O-])c(O)c1	14%	2%	i	2%	-0.6%	-1%	-1.3	1%	5%
40	O=C(CSc1nnc(-c2ccco2)o1)NCCc1ccccc1	-6%	-2%	i	24%	-0.3%	.	2.0	-8%	-3%
41	S=c1[nH]nc(-c2cccnc2)n1Cc1ccccc1	1%	-10%	i	-7%	0.2%	-3%	-1.2	3%	2%
42	COCCn1c(-c2ccc(OC)cc2)nc2oc3cc(OC)ccc3c(=O)c2c1=O	10%	-10%	i	-13%	-0.3%	-11%	2.1	5%	-4%
43	O=C(Cc1c[nH]c2ccccc12)NCC(=O)Nc1ccc(F)c(F)c1F	-8%	-1%	i	8%	4.5%	-8%	1.2	5%	0%
44	O=C(Nc1ccccc1)/C(=C/c1cccc(Br)c1)NC(=O)c1ccco1	-2%	2%	i	-8%	-0.2%	-30%[11.3 µM]	-5.9	-4%	0%
45	CCOC(=O)C1=C(O)/C(=C/c2ccc(OCC(=O)O)c(OC)c2)SC1=Nc1ccc(OCC)cc1	-4%	-12%	i	-16%	-0.6%	1%	7.5	0%	-18%
46	COc1ccc(CNC(=O)CSc2nc(SC)ns2)cc1	5%	-41%	i	-9%	0.8%	-23%	0.2	8%	6%
47	O=C(Cc1ccccc1)Nc1ccc(CN2CCOCC2)cc1	4%	-9%	i	-27%	0.4%	26%	-0.5	-5%	-8%
48	O=C(Nc1cccc(C(=O)O)c1)/C(=C\c1ccc2c(c1)OCO2)NC(=O)c1ccccc1Br	.	-2%	i	-2%	-0.9%	.	4.5	12%	.
49	O=C(COC(=O)c1ccncc1)Nc1cccc2ccccc12	21%	1%	?	5%	-0.6%	.	1.6	2%	0%
50	CCOc1ccc(CNc2ncc(-c3ccccc3)n2C)cc1	-16%	-33%	i	0%	2.6%	-3%	0.4	10%	1%
51	CCOC(=O)c1c(NC(=O)/C=C/c2ccc(OCC)c(OC)c2)sc2c1CCC2	7%	-3%	i	5%	-1.1%	2%	.	.	-3%
52	O=S(=O)(c1cnc[nH]1)N1CCN(c2ccccc2)CC1	20%	-1%	i	-4%	-0.5%	-24%	-1.3	7%	-2%
53	COCC(=O)n1nc(-c2ccco2)nc1NCc1ccccc1Cl	?	9%	.	.	14%	.	.	.	10%
54	Cc1nc(-n2nc(C)c(CCC(C)C)c2C)sc1C(=O)Nc1cccc(Cl)c1C	2%	-3%	i	1%	5.1%	27%	.	.	9%

3 structures already listed, sorted by length of the SMILES, highest first.
item	Structure	Nrf2 block	HepG2 tox	S2 tox	TGFb inhibitor	Nrf2 activator	ATXN2 expr inh	IL2 activator	EPAC2 ag	A549 viability
29	CCc1ccc(NS(=O)(=O)c2ccc3[nH]cc(C(=O)N4CCc5ccccc54)c(=O)c3c2)cc1	?	-8%	i	-24%	5.2%	73%[activator]	0.0	16%	?
15	O=C(Nc1ccc(O)c(C(=O)O)c1)c1cccc(NC(=O)c2ccco2)c1	-9%	-73%	i	-8%	-0.7%	-2%	-2.3	4%	2%
13	Cc1cccc(C)c1OCc1n[nH]c(=S)n1N	-1%	-1%	i	-18%	-0.8%	.	1.1	5%	7%

Screens: PubChem, National Center for Advancing Translational Sciences (NCATS)
